Screening results deposited in PubChem BioAssay by Icahn School of Medicine at Mount Sinai.
ROC1-CUL1 inh: human ROC1-CUL1 E3 ligase inhibition | actives 0.6% (n = 140,000) | inhibition, % at 10 µM | AID 1347404 | in vitro K48 di-Ub FRET, acceptor:donor ratio, 45 min; in the data active = inhibition above about 25%
Target sequence (P62877 whole entry, looked up): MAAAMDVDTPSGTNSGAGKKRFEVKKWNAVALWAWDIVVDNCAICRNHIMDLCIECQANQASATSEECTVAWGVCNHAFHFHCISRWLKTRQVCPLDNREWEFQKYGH
Target sequence (Q13616 whole entry, looked up): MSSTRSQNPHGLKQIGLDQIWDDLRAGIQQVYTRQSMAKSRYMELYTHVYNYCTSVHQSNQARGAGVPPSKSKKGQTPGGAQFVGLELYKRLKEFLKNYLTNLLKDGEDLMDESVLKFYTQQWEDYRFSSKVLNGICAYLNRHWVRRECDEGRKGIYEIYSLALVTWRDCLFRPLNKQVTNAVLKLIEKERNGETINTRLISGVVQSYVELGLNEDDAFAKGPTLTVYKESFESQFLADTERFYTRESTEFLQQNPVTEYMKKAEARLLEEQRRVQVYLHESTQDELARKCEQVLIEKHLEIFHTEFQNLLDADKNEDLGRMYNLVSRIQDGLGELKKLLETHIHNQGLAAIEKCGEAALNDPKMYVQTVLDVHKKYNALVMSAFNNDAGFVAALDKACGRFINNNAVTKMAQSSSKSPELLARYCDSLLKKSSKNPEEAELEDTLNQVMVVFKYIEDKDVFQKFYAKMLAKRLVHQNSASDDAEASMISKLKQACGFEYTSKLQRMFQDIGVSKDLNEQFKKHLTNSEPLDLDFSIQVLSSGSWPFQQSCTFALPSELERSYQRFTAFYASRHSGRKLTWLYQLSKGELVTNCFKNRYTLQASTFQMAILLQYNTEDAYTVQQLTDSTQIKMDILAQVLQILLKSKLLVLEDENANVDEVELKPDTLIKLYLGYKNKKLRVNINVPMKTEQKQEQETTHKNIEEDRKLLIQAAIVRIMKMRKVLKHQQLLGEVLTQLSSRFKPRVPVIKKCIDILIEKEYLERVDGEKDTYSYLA
* = called active by the depositor; & = joins results of further samples.

Start of the data: the first 2 entries, to show the layout:
SMILES | ROC1-CUL1 inh
CCOC(=O)N1CCN(Cc2ccc3c(c2)CN(C(=O)C2Cc4ccccc4O2)CCO3)CC1 (stereo unspecified) | -2
Nc1ccc2c(c1)sc1ccccc12 | 2

The whole of this part, previewed entries included:
SMILES | ROC1-CUL1 inh
CCOC(=O)N1CCN(Cc2ccc3c(c2)CN(C(=O)C2Cc4ccccc4O2)CCO3)CC1 (stereo unspecified) | -2
Nc1ccc2c(c1)sc1ccccc12 | 2
O=C(Nc1ccc(F)cc1)c1ccc(Cn2nc(N3CCN(c4ccccc4)CC3)ccc2=O)o1 | -9
COc1cc(NC(=S)N2CCN(c3ccccc3)CC2)c(OC)cc1Cl | 5
COc1ccc(C2CC(c3cccs3)=NN2C(=O)CCCC(=O)O)cc1OC (stereo unspecified) | -6
CC(=O)c1cc(-c2ccccc2)n(CC(=O)NCCc2ccc(C)cc2)c1C | 5
Cc1[nH][nH]c(=O)c1C(c1ccc(OC(=O)c2ccc(Br)cc2)cc1)c1c(C)[nH][nH]c1=O | -11
CCCCNCc1ccccc1OCC(O)CN1CCc2ccccc2C1 (stereo unspecified) | -3
COc1ccc(Cl)cc1NS(=O)(=O)c1ccc2c(c1)NC(=O)CC(=O)N2 | -17
Cc1ccc(C(=O)C2C(=N)N(c3ccccc3)C3=C(C(=O)CCC3)C2c2ccccc2)cc1 (stereo unspecified) | 9
COc1ccc(C(C2C(=O)C=C(C)N(Cc3ccco3)C2=O)N2CCCCC2)cc1OC (stereo unspecified) | 0
COc1ccc(-c2nc3c([nH]2)c(=O)[nH]c(=O)n3C)cc1 | 11
Cc1nc(C2CCN(C(=O)c3coc4c3C(=O)CCC4)CC2)cc(=O)[nH]1 | 8
CSc1nccc(N2C[C@H]3OC(=O)N(CCc4ccccn4)[C@H]3C2)n1 | 1
COC(=O)Nc1c(-c2ccccc2)nc2ccccn12 | 3
CCC(Oc1ccccc1C)C(=O)N1CCN(Cc2ccco2)CC1 (stereo unspecified) | -6
Cn1nc(-c2ccccc2)c2c(=S)n(Cc3ccccc3)ncc21 | 6
Cc1nnc(N2CCC(C(=O)NCCc3ccccc3)CC2)c2nn(-c3ccc(Cl)cc3)c(C)c12 | 8
COc1cccc(-c2ccc3c(N)c(C(=O)NCc4cccc(Cl)c4)sc3n2)c1 | -9
COc1ccc(/C=C2\N=C(N(C(C)C)C(C)C)N(c3ccccc3)C2=O)cc1 | 5
COc1ccc(C(=O)Nc2sc(C(C)C)cc2C(N)=O)cc1COc1ccccc1Cl | 2
COc1ccc(N2C(=O)CS(=O)(=O)C23C(=O)N(Cc2ccccc2F)c2ccccc23)cc1Cl (stereo unspecified) | 7
CSC(c1ccc(O)cc1)=[N+]1CCOCC1 | 11
CCCCCCSC1=NC(=O)C(C#N)C2(CCCCC2)C1C#N (stereo unspecified) | -5
Cc1ccc(Cl)cc1-n1c(=O)c2sc3ccccc3c2n(CC(=O)NC2CCCC2)c1=O | -2
C/C(CS(=O)(=O)c1ccccc1)=N\O | 1
CCN1CCN(S(=O)(=O)c2ccc(OC)c(C(=O)NC3CCCC3)c2)CC1 | 13
CCOc1ccc(C(=O)Nc2cccc(-c3nc4cc(Cl)cc(Cl)c4o3)c2)cc1 | 5
COC(=O)c1c(NC(=O)COc2c(C)cccc2C)sc2c1CCCC2 | 5
Cc1ccc(C)c(NC(=O)c2ccccc2)c1 | 9
O=C(COC(=O)c1ccccc1NC(=O)c1cccc([N+](=O)[O-])c1)c1ccccc1 | -12
CC(=O)c1ccc(-c2ccccc2)nc1C | 5
CCC1CCc2nc3sc(C(=O)NCc4ccc(C)cc4)c(N)c3cc2C1 (stereo unspecified) | -5
O=C(c1cc(COc2cccc3cnccc23)on1)N1CCc2ccccc2C1 | 5
COc1cc2c(c(OC)c1OC)C13CCCCC1CCN3CC2 (stereo unspecified) | 3
COc1cccc(N2CC(NC(=O)c3cccc(OC)c3OC)CC2=O)c1 (stereo unspecified) | 1
c1ccc(-c2nnc3sc(-c4ccccn4)nn23)cc1 | 5
O=C1C(C=NCc2ccc(F)cc2)C(c2ccccc2)=NN1c1nc2ccccc2s1 (stereo unspecified) | 5
CCc1cc(I)ccc1NC(=O)c1ccccc1F | -2
COc1ccc(-c2noc(-c3ccc(N(C)C4CCOCC4)nc3)n2)cc1 | 11
CN(C)CCOC1c2ccccc2CCc2ccc3ccccc3c21 (stereo unspecified) | 1
COc1ccc2c(c1)SC(c1ccc(F)c(F)c1)CCN2CCCC(F)(F)F (stereo unspecified) | 11
CCOC(=O)C1(Cc2ccccc2)CCN(Cc2ccncc2)CC1 | 0
CCN1C(=O)/C(=C/c2ccoc2)SC1=S | 3
CNc1nc(C)c(C(=O)N2CCc3[nH]nc(-c4c(C)noc4C)c3C2)s1 | 4
COCCNC(=O)c1ccc2c(c1)ncn2-c1cc(C)ccc1OC | 2
O=C(Nc1sc2c(c1CN1CCN(C(=O)c3ccco3)CC1)CCC2)c1ccc(F)cc1 | 2
O=C(Nc1ccc(F)c(Cl)c1)C1CCCN(S(=O)(=O)c2cccc3nsnc23)C1 (stereo unspecified) | -8
CCC1CN(C(=O)NCc2cccc(OC)c2)c2cc(Cl)ccc2O1 (stereo unspecified) | 2
O=C1CC(c2cc(F)cc(F)c2)c2cc3c(cc2N1)OCO3 (stereo unspecified) | -3&12
COc1ccccc1C1CN(Cc2coc3ccccc3c2=O)Cc2ccccc2O1 (stereo unspecified) | -13
Cc1ccc(C(=O)N2CCN(c3ccc(NC(=O)COc4ccc5ccccc5c4)cc3)CC2)cc1 | -8
Cc1cc(/C=C2\C(=O)NC(=S)N(c3ccccc3F)C2=O)c(C)n1-c1ccc(C(=O)O)c(Cl)c1 | 86*
CC(C)CNCC1(O)CCCN(Cc2ccc(F)cc2)C1=O (stereo unspecified) | -11
N#Cc1cnn(-c2cc(Oc3ccc(F)cc3)nc(-c3ccccc3)n2)c1N | -8
CCCCN(C)Cc1c(O)ccc2c(=O)c(-c3ccc(OC)c(OC)c3)c(C(F)(F)F)oc12 | 15
CC(C)N(CCO)C(=O)c1coc(CN2CCN(c3ccccc3F)CC2)n1 | -7
Nc1ccc(Nc2cccc(C(F)(F)F)c2)nc1 | -1
CC(C)(C)c1cc(=O)n2[nH]c(C(F)(F)F)nc2n1 | 3
CN(C)c1cccc(NC(=O)/C=C\C(=O)O)c1 | -8
The list goes on.
SMILES | ROC1-CUL1 inh
O=C(CSc1nnc2sc3ccccc3n12)Nc1ccccc1C(F)(F)F | 10
CCCC(=O)Nc1ccc(C(=O)NNC(=O)[C@@H]2CCCC[C@@H]2C(=O)O)cc1 | 6
COCCN1CCCC2(CCN(C(=O)c3ccc(Cl)cc3)C2)C1=O (stereo unspecified) | -3
Cc1ccc(NC(=O)C2CCC(CNS(=O)(=O)c3csc(C(N)=O)c3)CC2)cc1Cl (stereo unspecified) | -3
Cc1nnc(Cl)c2nn(-c3ccc(Cl)cc3)c(C)c12 | -6
COc1ccc(NC(=O)C2CCN(C(=O)c3sc4nc[nH]c(=O)c4c3C)CC2)cc1Cl | -4
CCc1ccc(C(=O)N2CCN(c3ccccn3)CC2)s1 | 3
O=C(CN1N=C(C(F)(F)F)CC1(O)c1ccc([N+](=O)[O-])cc1)c1ccccc1 (stereo unspecified) | -6
C/C(=N/NS(=O)(=O)c1ccccc1)c1ccc(Cl)c(Cl)c1 | -1
NC(=O)C1(N2CCCCC2)CCN(S(=O)(=O)c2ccccc2)CC1 | 0
Cc1ccc(-c2[nH]nc3c2C2(C(=O)Nc4ccc(Cl)cc42)C(C#N)C(=N)O3)cc1 (stereo unspecified) | 3
CCN1CCCC1CNC(=O)CCC1CCN(C(=O)CCN2CCCCO2)CC1 (stereo unspecified) | -3
CCOC(=O)c1c(NC(=O)CSc2nnc3sc4ccccc4n23)sc(C)c1-c1ccc(Cl)cc1 | 10
Cc1cc(C)c(NC(=O)c2sc3nc(-c4ccccc4)cc(-c4ccc(Cl)cc4)c3c2N)c(C)c1 | -8
CC(C)c1ccc(/C=C\C23NC(=O)CN2c2ccccc2C3(C)C)cc1 (stereo unspecified) | 8
O=C(CSc1nc2ccccc2c(=O)[nH]1)NCc1ccco1 | 4
Cn1c(=O)oc2cc(S(=O)(=O)NCCC(=O)Nc3ccc(F)cc3F)ccc21 | 2
CN1c2ccccc2N(C)C1c1ccc(F)cc1 | -5
COc1ccc(C2NCCn3cccc32)cc1 (stereo unspecified) | 2
O=C(/C=C/c1ccco1)Nc1ccc2oc(-c3cccnc3)nc2c1 | 54*
COCCCNC(=O)CN1C(=O)c2cccnc2Sc2ccccc21 | -1
CCCC(C)NC(=O)c1ccccc1 (stereo unspecified) | 7
CCOc1ccc(N2CC(c3nc4ccccc4n3Cc3cccc(C)c3)CC2=O)cc1 (stereo unspecified) | -6
Nc1cc(-c2ccc(Cl)cc2)nn1-c1nc(-c2ccccc2)cs1 | 2
CC1CCCCN1c1ncnc2scc(-c3ccc(Cl)cc3)c12 (stereo unspecified) | 0
COc1ccc(-c2noc(CNC(=O)c3ccco3)n2)cc1 | -3
CC(=O)N(/C=C1\Sc2ccccc2C1=O)N1CCCCC1 | 1
CN1C(=O)c2ccc(N=C3NC(=O)CS3)cc2C1=O | 0
COc1cccc(COc2ccccc2/C=N/NC(=O)CSc2nnc(-c3ccncc3)n2-c2ccccc2)c1 | -1
COCCCNC(=O)C1CCC(Cn2c(=O)c3sccc3n(C)c2=O)CC1 (stereo unspecified) | -2

Quoted from the listing for reference:
SMILES | ROC1-CUL1 inh
CCN1CCCC1CNC(=O)CCC1CCN(C(=O)CCN2CCCCO2)CC1 (stereo unspecified) | -3
CCOC(=O)c1c(NC(=O)CSc2nnc3sc4ccccc4n23)sc(C)c1-c1ccc(Cl)cc1 | 10
Cc1cc(C)c(NC(=O)c2sc3nc(-c4ccccc4)cc(-c4ccc(Cl)cc4)c3c2N)c(C)c1 | -8
CC(C)c1ccc(/C=C\C23NC(=O)CN2c2ccccc2C3(C)C)cc1 (stereo unspecified) | 8
O=C(CSc1nc2ccccc2c(=O)[nH]1)NCc1ccco1 | 4
Cn1c(=O)oc2cc(S(=O)(=O)NCCC(=O)Nc3ccc(F)cc3F)ccc21 | 2
CN1c2ccccc2N(C)C1c1ccc(F)cc1 | -5
COc1ccc(C2NCCn3cccc32)cc1 (stereo unspecified) | 2
O=C(/C=C/c1ccco1)Nc1ccc2oc(-c3cccnc3)nc2c1 | 54*
COCCCNC(=O)CN1C(=O)c2cccnc2Sc2ccccc21 | -1
CCCC(C)NC(=O)c1ccccc1 (stereo unspecified) | 7
CCOc1ccc(N2CC(c3nc4ccccc4n3Cc3cccc(C)c3)CC2=O)cc1 (stereo unspecified) | -6
Nc1cc(-c2ccc(Cl)cc2)nn1-c1nc(-c2ccccc2)cs1 | 2
CC1CCCCN1c1ncnc2scc(-c3ccc(Cl)cc3)c12 (stereo unspecified) | 0
COc1ccc(-c2noc(CNC(=O)c3ccco3)n2)cc1 | -3
CC(=O)N(/C=C1\Sc2ccccc2C1=O)N1CCCCC1 | 1
CN1C(=O)c2ccc(N=C3NC(=O)CS3)cc2C1=O | 0
COc1cccc(COc2ccccc2/C=N/NC(=O)CSc2nnc(-c3ccncc3)n2-c2ccccc2)c1 | -1
COCCCNC(=O)C1CCC(Cn2c(=O)c3sccc3n(C)c2=O)CC1 (stereo unspecified) | -2

(continued)
SMILES | ROC1-CUL1 inh
Cc1ccc(OCc2cc(=O)n3cc(C)sc3n2)c(C)c1 | 12
CCOC(=O)C1CCN(C(=O)CSc2n[nH]c(-c3ccc(F)cc3)n2)CC1 | -4
CCNC(=O)c1ccc2c(c1)sc1nc(-c3cccc(OC)c3)cn12 | -1
Clc1ccccc1C1CC(c2ccccc2)=Nc2ccccc2N1 (stereo unspecified) | 3
COc1cccc(/C=N/N2C(=O)c3ccccc3C2=O)c1O | 3
O=C(Nc1sc2c(c1C(=O)Nc1cccc3ccccc13)CCC2)c1ccc(Br)cc1 | -2
CCOc1ccccc1C(=O)Nc1cc2c(cc1N1CCCCC1)n(C)c(=O)n2C | 1
CC(=O)c1ccc(NC(=O)c2noc3c2CCc2ccccc2-3)cc1 | -12
O=S(=O)(O)c1cccc2c1Oc1c(cccc1S(=O)(=O)O)O2 | 11
O=c1cc(Cl)nc(N2CCOCC2)[nH]1 | 7
CS(=O)(=O)N1CCc2cc(S(=O)(=O)N3CCOCC3)ccc21 | -3
O=C(Nc1cccc(Cl)c1)N1CCN(Cc2ccccc2)CC1 | 3
CCOCCCNC(=O)c1c(NC(=O)Cc2coc3ccc(C)cc23)sc2c1CCC2 | 2
COCCc1nc2ccc(C(=O)N3CCCC(C(=O)c4cccnc4)C3)cc2o1 (stereo unspecified) | 3
CCN1CCN(CCCNC(=O)Cn2c(-c3cccs3)cc3cc(Cl)ccc32)CC1 | -7
Cc1ccc(C(=O)c2coc3ccc(O)c(Cl)c23)cc1 | 0
CCOc1ccc(NC(=O)CN2CCN(c3ccccc3)CC2)cc1 | 3
COc1ccccc1CCN1CCC(CN(C)CC(O)CO)CC1 (stereo unspecified) | -2
COc1ccc(C(CNC(=O)c2oc3ccc(C)cc3c2C)N2CCOCC2)cc1 (stereo unspecified) | 0
CC(=O)Nc1ccc(S(=O)(=O)NC2=NCN(C(C)C)CN2)cc1 | -7
CN(C)S(=O)(=O)c1ccc(Cl)nc1 | 23
Cc1nnc(SCC(=O)Nc2sc3c(c2C#N)CCCC3)n1-c1ccccc1 | 0
CCc1nn(-c2cc(Oc3ccc(C)c(C)c3)nc(SC)n2)c(N)c1C(N)=O | -3
CCCCNC(=O)C1CCC(CNS(=O)(=O)c2ccc(Cl)cc2)CC1 (stereo unspecified) | 2
c1ccc(C2(c3ccccc3)Oc3cc4c(cc3O2)OC(c2ccccc2)(c2ccccc2)O4)cc1 | -1
COc1ccc2c(c1)c(=O)c(C(=O)c1ccc(Cl)cc1)cn2CC(=O)Nc1ccc2c(c1)OCO2 | -6
CCOC(=O)C1CCN(C2CCN(c3ccc(C(=O)NCc4ccccc4F)cc3)CC2)CC1 | -2
CCc1ccccc1NC(=O)c1cccc(F)c1 | 2
O=C(O)c1cc(Cc2ccc(NC(=O)C(c3ccccc3)c3ccccc3)c(C(=O)O)c2)ccc1NC(=O)C(c1ccccc1)c1ccccc1 | 9
O=C(Cc1ccc(Cl)cc1)NCCc1csc2nc(-c3ccccc3F)nn12 | -6
CN(Cc1ccsc1)C(=O)CC1(c2ccccc2)CC(=O)N(CCCOc2cccnc2)C1=O (stereo unspecified) | 8
O=C(c1cc(-c2ccsc2)n[nH]1)N1CCC(c2cc(=O)[nH]cn2)CC1 | -5
COc1ccc(NC(=O)CSc2nc(-c3ccccc3)nc3cc(=O)[nH]n23)cc1 | 2

Not all compounds are listed, so the mix of outcomes need not match the whole.
